TROY signal inh – blocks TROY-dependent signaling in reporter cells; Q293 LMP1-TROYcd NF-kB luciferase reporter, 4 h; 360,000 tested, 0.98% active; inhibition, % at 10 µM;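 active = compounds whose plate-normalised and pattern-corrected inhibition of the luciferase reporter signal at the single screening dose is 50% or more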
LRH-1 inv ag – inverse agonists of human LRH-1 (NR5A2); O00482; HEK293T StAR-luciferase reporter, LRH-1 transfected, 24 h; inhibition, % at 3.6 µM; 360,000 tested, 0.13% active; AID 602396;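 active = inhibition above the mean inhibition of all tested compounds plus 3 SD, cut at about 73% in these data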;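 also: 0% = DMSO wells and 100% = reporter-only cells lacking LRH-1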
Target sequence (O00482 whole entry, looked up): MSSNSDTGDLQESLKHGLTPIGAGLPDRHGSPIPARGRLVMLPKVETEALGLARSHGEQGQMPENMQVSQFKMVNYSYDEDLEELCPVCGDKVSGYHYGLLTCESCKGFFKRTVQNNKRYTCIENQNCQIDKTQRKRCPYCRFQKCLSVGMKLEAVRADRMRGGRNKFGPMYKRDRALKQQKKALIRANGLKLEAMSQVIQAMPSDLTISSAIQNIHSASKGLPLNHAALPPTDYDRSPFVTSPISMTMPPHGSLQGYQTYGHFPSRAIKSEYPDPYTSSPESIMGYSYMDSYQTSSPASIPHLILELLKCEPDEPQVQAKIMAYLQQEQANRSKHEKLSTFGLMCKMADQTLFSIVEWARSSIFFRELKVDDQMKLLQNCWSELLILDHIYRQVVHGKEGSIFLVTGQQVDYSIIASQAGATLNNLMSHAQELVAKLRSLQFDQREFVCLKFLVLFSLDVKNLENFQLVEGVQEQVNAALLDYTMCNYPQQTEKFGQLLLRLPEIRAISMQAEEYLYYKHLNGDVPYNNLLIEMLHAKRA
SRC3 inh – human NCOA3 inhibition; Q9Y6Q9; HEK293 GAL4-SRC3 luciferase reporter, luminescence; inhibition, % at 3.6 µM; 360,000 tested, 0.17% active; AID 588352;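 active = inhibition above a per-campaign cutoff, the mean of all compounds plus 3 SD, cut at about 60% in these data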;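 also: 0% = DMSO-treated cells and 100% = gossypol-treated cells at 36 µM; higher means less SRC3-driven luciferase light from the GAL4 reporter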
TRAIL sens C8 – sensitizes caspase-8 expressing cells to TRAIL; NB7+C8 cells + TRAIL, ATPlite viability luminescence; 360,000 tested, 1% active; AID 624354; inhibition (viability loss, TRAIL sensitization), % at 10 µM;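 active = compounds causing at least 50% loss of cell viability in the single-dose screen, relative to plate controls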
TWEAK-Fn14 inh – TWEAK-Fn14 signaling inhibition | TWEAK-stimulated Fn14 reporter cells, luciferase luminescence, 8 h | inhibition, % at 10 µM | 360,000 tested, 2% active | AID 1159606; in the data active = inhibition above about 50%
NCOA1 inh – inhibitors of human steroid receptor coactivator 1 (SRC1); Q15788; HEK293 GAL4-SRC1 luciferase reporter, luminescence; inhibition, % at 3.6 µM; 360,000 tested, 0.12% active; AID 588354;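 active = inhibition above the campaign mean plus 3 SD, with each screening campaign given its own cutoff, cut at about 60% in these data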;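 also: 0% = DMSO treated cells and 100% = gossypol at 36 µM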
CF NFkB block – cystic fibrosis NF-kB activation inhibition; KKLEB NF-kB-GFP reporter, PAF-induced, GFP fluorescence overnight; AID 588850; inhibition, % at 5 µM; 360,000 tested, 0.86% active;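 active = at least 50% inhibition at 5 µM, scaled per plate between neutral and stimulator controls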;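 also: PAF is a Pseudomonas aeruginosa culture filtrate used as stimulus; plate controls were PAF-stimulated DMSO wells for no effect and unstimulated DMSO wells for full effect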
LMP1 NFkB inh – Epstein-Barr LMP1 NF-kappaB reporter inhibition. inhibition, % at 12.5 µM. LMP1-induced NF-kappaB luciferase reporter cells, luminescence. 350,000 tested, 0.69% active; in the data active = inhibition above about 41%; inconclusive = no clear call, values can overlap the other calls;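 also: 0% = neutral control wells and 100% = reference inhibitor control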
KKLEB tox – reduces viability of KKLEB cystic fibrosis airway cells. activity change (cytotoxicity), % at 5 µM. KKLEB CF airway cells viability, ATPlite luminescence, overnight; active compounds read low; cells stimulated with P. aeruginosa culture filtrate. 360,000 tested, 0.36% active;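 active = corrected activity change at or below -50% at 5 µM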
NCOA2 inhibitor – inhibits human steroid receptor coactivator 2; Q15596; HEK293 GAL4-SRC2 luciferase reporter, luminescence; inhibition, % at 9 µM; 370,000 tested, 0.17% active;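 active = inhibition above the mean inhibition of all tested compounds plus 3 SD, set per campaign, cut at about 52% in these data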;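 also: 0% = DMSO treated cells and 100% = cells given Gossypol at 36 µM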
NR2F2 inh – inhibitors of human COUP-TFII (NR2F2) | P24468 | HEK293T NGFI-A luciferase reporter, luminescence | inhibition, % at 8.6 µM | 370,000 tested, 0.7% active | AID 686940;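 active = inhibition above a per-plate cutoff, mean inhibition of test wells between control levels plus 3 SD, cut at about 38% in these data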;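 also: cells cotransfected with COUP-TFII expression vector driving the NGFI-A reporter; 0% = median of COUP-TF2 test wells and 100% = reporter-only cells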
Target sequence (P24468 whole entry, looked up): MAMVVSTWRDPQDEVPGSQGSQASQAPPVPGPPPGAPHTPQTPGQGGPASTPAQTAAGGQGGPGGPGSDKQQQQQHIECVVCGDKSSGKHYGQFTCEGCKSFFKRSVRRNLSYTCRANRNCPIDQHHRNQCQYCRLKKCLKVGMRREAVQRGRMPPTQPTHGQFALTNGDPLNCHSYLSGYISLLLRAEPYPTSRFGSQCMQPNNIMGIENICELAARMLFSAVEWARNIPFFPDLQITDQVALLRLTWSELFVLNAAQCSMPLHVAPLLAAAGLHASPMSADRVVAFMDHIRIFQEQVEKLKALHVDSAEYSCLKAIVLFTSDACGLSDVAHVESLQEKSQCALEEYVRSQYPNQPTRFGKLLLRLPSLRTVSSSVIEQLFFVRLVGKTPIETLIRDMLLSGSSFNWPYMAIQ
Starred values were filed as active, the others as inactive; ? = inconclusive; nt = not tested or not shown.

SMILES	TROY signal inh	LRH-1 inv ag	SRC3 inh	TRAIL sens C8	TWEAK-Fn14 inh	NCOA1 inh	CF NFkB block	LMP1 NFkB inh	KKLEB tox	NCOA2 inhibitor	NR2F2 inh
O=C(CCc1nc(-c2ccccc2)c(-c2ccccc2)o1)OCc1ccc(Cl)cc1	14	-2	11	-1	15	4	-10	5	11	2	-2
CSc1ccccc1OCc1cc(C(=O)NCCC2=CCCCC2)no1	-14	9	16	10	-12	-10	-34	-5	1	-23	-4
Cc1cc(C)nc(NC(=O)c2cccs2)c1	-15	-7	-14	-2	10	1	-28	-8	13	4	-4
CCOc1ccc(N(Cc2cc3cc(OC)ccc3[nH]c2=O)C(=O)C2CCCO2)cc1 (stereo unspecified)	-11	8	28	5	1	5	6	2	1	-6	-10
CC(=O)C1=CCC(c2ccccc2Cl)N(S(=O)(=O)c2ccc(C)cc2)C1 (stereo unspecified)	-7	26	23	23	21	22	27	nt	-21	51	6
Cn1c(=O)oc2cc(S(=O)(=O)NC3CCN(Cc4ccccc4)CC3)ccc21	-5	-14	14	-10	6	1	-9	3	-10	-5	-2
CCOC(=O)C1=C(O)/C(=C\c2ccc(CNS(=O)(=O)c3ccc(Br)cc3)o2)N=C1C	9	9	9	-16	2	-7	-3	-9	10	-5	-1
CCCCCCCCNS(=O)(=O)CCNCc1ccccc1OC	8	7	6	-3	-2	9	16	-1	-6	-2	5
COc1ccccc1S(=O)(=O)N(C)C[C@@H]1OCc2cnnn2CCCC(=O)N([C@H](C)CO)C[C@H]1C	-12	24	19	-26	-3	6	18	-5	-3	-4	-23
Cc1cc(NC(=O)CCCn2cc([N+](=O)[O-])cn2)n(Cc2ccc(F)cc2)n1	16	-29	-15	-8	-8	-4	0	3	9	-9	-5
CC(=O)Nc1ccc(NC(=O)c2ccccc2Sc2ccc([N+](=O)[O-])cc2Cl)cc1	12	-18	-13	9	14	4	-4	-1	8	0	-2
CN(CCCC1CCCC1)C(=O)c1cc(COc2ccc(F)c(F)c2)on1	-20	9	5	9	-22	-18	-6	-7	-4	-4	-13
Cc1onc(-c2ccccc2)c1C(=O)NC(C)C	9	19	2	-11	-22	-4	-6	-6	0	-15	-4
O=C(NCCc1ccccc1)Oc1ccc(Cl)cc1	-40	-44	-26	-8	-7	-57	0	-6	-2	-59	0
COCC(C)NCc1ccccc1C (stereo unspecified)	-5	-15	9	-7	-10	-14	16	-13	-3	5	3
CCCCCCC(O)(c1ccc(OC)cc1)C(CN1CCOCC1)c1ccccc1 (stereo unspecified)	19	18	-5	2	8	-6	7	11	-1	12	5
CCOc1ccc2cc(C3CC(c4ccco4)=NN3S(C)(=O)=O)c(Cl)nc2c1 (stereo unspecified)	0	-9	10	-17	-11	2	8	-1	-8	-6	-3
CCO[C@@H]1OC(C(=O)O)=C[C@H](c2cn(C(C)=O)c3ccccc23)[C@H]1CCCO	-5	14	-12	-21	3	11	7	-2	-5	-2	6
Cc1cccc(CCNC(=O)c2cccc(NC3=NC4CS(=O)(=O)CC4S3)c2)c1 (stereo unspecified)	7	6	-1	-11	7	-8	-1	-6	-2	11	-5
COC(=O)NC1(C(F)(F)F)C(=O)NC(C)=C1C(=O)OC (stereo unspecified)	11	-14	12	-32	5	-9	-6	4	7	-22	3
O=C(C(=O)N1CCN(C(=O)c2ccco2)CC1)c1c[nH]c2ccccc12	11	9	-2	-3	6	-4	-6	7	14	-19	-10
CCC(C)(C(=O)NC1CCCC1)N(C(=O)CNC(C)=O)c1ccc(C)cc1 (stereo unspecified)	-13	1	37	-11	-17	1	-2	-1	8	13	1
Cc1ccc(NC(=O)CCc2ccc(S(=O)(=O)N3CCOCC3)cc2)c(C)c1	16	-18	7	2	17	8	2	6	0	6	10
CCOc1ccc(/C(O)=C2/C(=O)C(=O)N(c3ccccn3)C2c2ccc(Cl)cc2)c(C)c1 (stereo unspecified)	-32	-41	-36	7	-7	-37	10	3	0	-12	-12
O=C(Nc1ccc(C(=O)NCc2ccc(F)cc2)cc1)C1=CSCCO1	-57	-40	-9	6	-34	-24	5	-13	1	-31	0
CCC(c1nnnn1Cc1ccco1)N(CCN1CCOCC1)Cc1cc2cc(C)ccc2[nH]c1=O (stereo unspecified)	2	-7	1	-1	5	-2	8	-4	0	4	-13
Cc1cc(OCC(O)CN)ccc1Cl (stereo unspecified)	-1	12	12	1	-3	9	-4	-2	-3	1	17
Cn1ncc(C(=O)N=S(C)(=O)c2ccccc2)c1[N+](=O)[O-] (stereo unspecified)	14	0	29	-3	-10	7	-12	0	-5	-27	0
COCCNC(=S)Nc1cc(S(=O)(=O)N2CCOCC2)ccc1N1CCCCC1	-4	-6	13	-13	-11	-4	-24	0	3	5	5
O=C(C1CCN(S(=O)(=O)c2cccc3nsnc23)CC1)N1CCn2c1nc1ccccc12	2	11	-3	-3	1	-3	-3	-2	3	nt	nt
CCn1cc(S(=O)(=O)Nc2cc(C)ccc2F)cn1	1	-8	6	-16	-4	5	12	-4	-7	-8	4
COc1ccc(N2C(=O)C3CCCN3C2c2cccs2)cc1 (stereo unspecified)	1	-8	5	-4	-6	-5	-11	-15	2	-51	-9
Cc1cc(C)c2sc(NNC(=O)C3COc4ccccc4O3)nc2c1 (stereo unspecified)	-29	-14	-18	-2	-4	-33	-1	-10	-13	-7	1
Cc1cccc(NC(=O)C2CCCN2/C=C/C(=O)C(F)(F)F)c1C (stereo unspecified)	-16	14	-6	3	-3	-9	-13	-2	10	1	4
O=C(COC(=O)c1cnccn1)NCc1ccc2c(c1)OCO2	5	-9	6	-3	-8	-19	11	-1	15	-21	7
CCCCC(=O)NC(c1ccc(OC)c(OC)c1)c1ccc2cccnc2c1O (stereo unspecified)	1	27	24	4	1	24	-30	?	15	32	22
Cc1cc(C)c(S(=O)(=O)c2ccccc2F)c(=O)[nH]1	-17	-28	-40	0	13	-7	-1	-14	4	-2	6
CCOc1cc(N2CCOCC2)c(OCC)cc1NC(=O)CN1C(=O)N(C)C2(CCCCC2)C1=O	4	21	10	-7	1	-14	11	-4	-1	-2	-8
O=C(COC(=O)c1cccc(S(=O)(=O)N2CCCC2)c1)Nc1ccccc1Cl	15	-3	9	5	-6	-25	-6	6	8	28	20
O=C(NCc1ccncc1)c1cn(-c2ccccc2)nc1-c1cccnc1	-27	-14	-8	-5	-2	-33	-25	0	7	9	3

Seven successive compounds out of the list so far, for reference:
SMILES	TROY signal inh	LRH-1 inv ag	SRC3 inh	TRAIL sens C8	TWEAK-Fn14 inh	NCOA1 inh	CF NFkB block	LMP1 NFkB inh	KKLEB tox	NCOA2 inhibitor	NR2F2 inh
Cc1cccc(NC(=O)C2CCCN2/C=C/C(=O)C(F)(F)F)c1C (stereo unspecified)	-16	14	-6	3	-3	-9	-13	-2	10	1	4
O=C(COC(=O)c1cnccn1)NCc1ccc2c(c1)OCO2	5	-9	6	-3	-8	-19	11	-1	15	-21	7
CCCCC(=O)NC(c1ccc(OC)c(OC)c1)c1ccc2cccnc2c1O (stereo unspecified)	1	27	24	4	1	24	-30	?	15	32	22
Cc1cc(C)c(S(=O)(=O)c2ccccc2F)c(=O)[nH]1	-17	-28	-40	0	13	-7	-1	-14	4	-2	6
CCOc1cc(N2CCOCC2)c(OCC)cc1NC(=O)CN1C(=O)N(C)C2(CCCCC2)C1=O	4	21	10	-7	1	-14	11	-4	-1	-2	-8
O=C(COC(=O)c1cccc(S(=O)(=O)N2CCCC2)c1)Nc1ccccc1Cl	15	-3	9	5	-6	-25	-6	6	8	28	20
O=C(NCc1ccncc1)c1cn(-c2ccccc2)nc1-c1cccnc1	-27	-14	-8	-5	-2	-33	-25	0	7	9	3

Some of the entries so far, field by field:
mol: CCO[C@@H]1OC(C(=O)O)=C[C@H](c2cn(C(C)=O)c3ccccc23)[C@H]1CCCO
  TROY signal inh: -5; LRH-1 inv ag: 14; SRC3 inh: -12; TRAIL sens C8: -21; TWEAK-Fn14 inh: 3; NCOA1 inh: 11; CF NFkB block: 7; LMP1 NFkB inh: -2; KKLEB tox: -5; NCOA2 inhibitor: -2; NR2F2 inh: 6

mol: CCC(c1nnnn1Cc1ccco1)N(CCN1CCOCC1)Cc1cc2cc(C)ccc2[nH]c1=O (stereo unspecified)
  TROY signal inh: 2; LRH-1 inv ag: -7; SRC3 inh: 1; TRAIL sens C8: -1; TWEAK-Fn14 inh: 5; NCOA1 inh: -2; CF NFkB block: 8; LMP1 NFkB inh: -4; KKLEB tox: 0; NCOA2 inhibitor: 4; NR2F2 inh: -13

mol: CCCCCCCCNS(=O)(=O)CCNCc1ccccc1OC
  TROY signal inh: 8; LRH-1 inv ag: 7; SRC3 inh: 6; TRAIL sens C8: -3; TWEAK-Fn14 inh: -2; NCOA1 inh: 9; CF NFkB block: 16; LMP1 NFkB inh: -1; KKLEB tox: -6; NCOA2 inhibitor: -2; NR2F2 inh: 5

mol: CSc1ccccc1OCc1cc(C(=O)NCCC2=CCCCC2)no1
  TROY signal inh: -14; LRH-1 inv ag: 9; SRC3 inh: 16; TRAIL sens C8: 10; TWEAK-Fn14 inh: -12; NCOA1 inh: -10; CF NFkB block: -34; LMP1 NFkB inh: -5; KKLEB tox: 1; NCOA2 inhibitor: -23; NR2F2 inh: -4

Additional results
SMILES	TROY signal inh	LRH-1 inv ag	SRC3 inh	TRAIL sens C8	TWEAK-Fn14 inh	NCOA1 inh	CF NFkB block	LMP1 NFkB inh	KKLEB tox	NCOA2 inhibitor	NR2F2 inh
Cc1nnc(SCCn2c(N3CCCCC3)nc3c2c(=O)n(C)c(=O)n3C)s1	-3	3	2	0	-17	-6	-6	3	6	6	-5
N#Cc1ccc(C(=O)Nc2nc(-c3cccs3)c(C(=O)C(F)(F)F)s2)cc1	53*	12	8	54*	58*	10	33	16	-15	22	-31
CCN(CC)C(=O)Cn1cc(S(=O)(=O)CC(=O)NCc2ccc(F)cc2)c2ccccc21	15	-16	-6	17	2	-19	-14	-2	-8	-24	15
CC1CC(C)CN(C(=O)COC(=O)c2cc3ccccc3cc2O)C1 (stereo unspecified)	nt	3	-5	1	24	10	10	5	-15	-11	-9
CC[C@@H]1C=C(C(=O)O)[C@H](c2ccc(C#N)cc2)N1S(=O)(=O)c1ccc(C)cc1	2	10	12	8	-9	-31	-24	1	8	-29	4
Clc1ccc(-c2csc(-c3ccncc3)n2)cc1	-46	-19	-22	19	-36	-49	-36	-15	2	-20	-47
CCCCN(CCCC)C(=S)NC(=O)C(C)(C)C	35	-13	8	-11	13	-3	7	7	-6	-13	3
COCCCNc1nc2c(c(=O)[nH]c(=O)n2C)n1CC(O)COc1ccccc1 (stereo unspecified)	-5	10	12	-8	1	-9	-8	-5	2	10	6
COc1ccc(N2C3=C(CC4=C2CC(C)(C)CC4=O)C(=O)CC(C)(C)C3)cc1	-3	9	7	19	-5	1	-3	10	0	1	26
Cc1cc2c(cc1C)/C(=N/NC(=O)c1ccccn1)CCC2	-34	-142	-53	-23	-10	-95	6	nt	-5	-61	-50
CCOc1ccc(NC(=O)N2CCC(NC(=O)C(Cc3ccccc3OC)NC(C)=O)CC2)cc1 (stereo unspecified)	8	1	2	-18	19	-12	7	1	1	-6	4
OC(C#CCN1CCCCCC1)(c1ccccc1)c1cccnc1 (stereo unspecified)	-14	6	5	31	7	-11	2	-2	1	-17	-9

Compound activity deposited in PubChem BioAssay by several laboratories.
